miR122 inh: miR-122 Renilla sensor signal increase in Huh7, primary screen, miR-122 inhibitor project, cell-based, single point, plate reader. Huh7 miR-122 Renilla luciferase sensor, 48 h; neutral wells = 0, positive control = 100. activation (reporter increase), % at 12.5 µM. hit rate 0.3% among 340,000. AID 602342, 2012;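 active = mean replicate activation score at least 90 and every replicate individually at or above 90; inconclusive = only one of the two criteria met; inactive = neither criterion met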;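 also: higher luciferase means less miR-122 activity so hits act as miR-122 inhibitors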
DENV2 CPE rescue: inhibitors of DENV2 cytopathic effect, primary screen, cell-based, plate reader, single concentration; DENV2-infected cells, cytopathic effect rescue; hit rate 1.7% among 350,000; CPE inhibition, % at 9.99 µM; AID 651640, 2012; in the data active = CPE inhibition above about 20%, passing the limit was not always enough; inconclusive = no clear call, values can overlap the other calls; tested in BHK-21 cells;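 also: 0% = median of neutral control wells and 100% = median of positive control wells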
ERAP1 HTS inh: human ERAP1 aminopeptidase inhibitors, primary screen, biochemical, single point, plate reader; Endoplasmic reticulum aminopeptidase 1 (Homo sapiens), Q9NZ08; recombinant ERAP1, Leu-AMC fluorescence, 60 min; inhibition, % at 10.7 µM; hit rate 0.15% among 340,000;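 active = mean replicate inhibition of at least 30%, or all replicates individually reaching that 30% level; inactive = mean below 30% and not every replicate reaching it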;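 also: 0% = neutral control wells and 100% = L-leucinethiol positive control wells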
Target sequence (Q9NZ08 whole entry, looked up): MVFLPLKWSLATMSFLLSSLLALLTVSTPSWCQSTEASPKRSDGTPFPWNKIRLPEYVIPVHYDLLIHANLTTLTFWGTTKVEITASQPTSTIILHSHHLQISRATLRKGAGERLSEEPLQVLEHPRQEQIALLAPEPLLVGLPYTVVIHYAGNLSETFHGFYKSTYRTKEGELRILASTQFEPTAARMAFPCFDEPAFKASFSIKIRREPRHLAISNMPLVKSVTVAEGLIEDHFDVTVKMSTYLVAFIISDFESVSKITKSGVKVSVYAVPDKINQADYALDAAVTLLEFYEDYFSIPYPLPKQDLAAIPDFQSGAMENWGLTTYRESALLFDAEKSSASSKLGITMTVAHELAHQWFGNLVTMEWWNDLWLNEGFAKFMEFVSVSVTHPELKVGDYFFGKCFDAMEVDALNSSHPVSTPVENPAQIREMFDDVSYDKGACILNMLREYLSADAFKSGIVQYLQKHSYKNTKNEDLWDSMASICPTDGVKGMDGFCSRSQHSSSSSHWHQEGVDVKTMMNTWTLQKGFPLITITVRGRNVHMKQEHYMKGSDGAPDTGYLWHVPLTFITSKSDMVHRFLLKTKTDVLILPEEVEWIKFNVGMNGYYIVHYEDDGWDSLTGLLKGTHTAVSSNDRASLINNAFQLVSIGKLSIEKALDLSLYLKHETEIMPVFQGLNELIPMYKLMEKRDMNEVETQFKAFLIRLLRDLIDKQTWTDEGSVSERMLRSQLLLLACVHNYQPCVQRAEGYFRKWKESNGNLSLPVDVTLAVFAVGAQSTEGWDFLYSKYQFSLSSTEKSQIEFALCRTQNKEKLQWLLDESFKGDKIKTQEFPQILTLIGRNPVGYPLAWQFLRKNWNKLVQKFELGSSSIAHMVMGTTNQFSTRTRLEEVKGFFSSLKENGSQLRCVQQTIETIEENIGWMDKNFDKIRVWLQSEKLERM
F508del corr: F508del CFTR correction, initial screen, CFBE line, single point; activity (quench increase), % at 7.58 µM; hit rate 0.36% among 350,000; CFBE cells, YFP halide quenching; stimulated with forskolin plus potentiator P3; % fluorescence drop versus neutral controls;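 active = mean added fluorescence quench of at least 8% versus neutral control, with both replicates also reaching 8%; inconclusive = only one of the mean or replicate conditions met; inactive = mean below 8% and not both replicates reaching 8%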;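 also: cells transiently co-express mutant CFTR-F508del with the halide-sensitive YFP; corrector assay measuring rescue of mutant channel to the surface after 24 h compound exposure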
SIRT5 block: SIRT5 desuccinylase inhibitors, primary screen, biochemical, fluorescence imaging, single point, set 5; inhibition, % at 15 µM; hit rate 1.1% among 330,000; Purified SirT5, succinyl-peptide AMC, trypsin-coupled fluorescence; NAD-dependent protein deacylase sirtuin-5, mitochondrial (Homo sapiens), Q9NXA8; in the data active = inhibition above about 15%; inconclusive = no clear call, values can overlap the other calls
Casp6 inh: human caspase-6 inhibitors, primary screen, biochemical, VEID-R110 fluorescence, single point, set 2; inhibition, % at 12.5 µM; hit rate 0.53% among 350,000; P55212; AID 686996, 2013; purified caspase-6, Z-VEID-R110 cleavage fluorescence;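 active = mean inhibition across replicates at least about 35%, with every replicate also reaching that limit, limit read from the data; inconclusive = only one of the two criteria met; inactive = neither criterion met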;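 also: 0% = median of neutral control wells and 100% = no fluorescence left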
ERp5 block: inhibitors of ERp5-driven insulin aggregation, primary screen, biochemical, turbidity, absorbance 650 nm, single point; Protein disulfide-isomerase A6 (Homo sapiens), Q15084; 90 min; inhibition, % at 9.99 µM; hit rate 0.05% among 350,000;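 active = mean replicate inhibition above about 25%, with every replicate also reaching it, limit read from the data, passing the limit was not always enough; inconclusive = only one of those two criteria met; inactive = neither criterion met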
* = called active by the depositor; ? = inconclusive; / = no result given; [ ] = remark or other dose.

SMILES	miR122 inh	DENV2 CPE rescue	ERAP1 HTS inh	F508del corr	SIRT5 block	Casp6 inh	ERp5 block
COc1ccc(CNC(=O)CCS(=O)(=O)c2ccc3c(c2)NC(=O)C(C)S3)cc1 (stereo not given)	/	1	2	1.0	4	4	-1
COc1ccc2[nH]cc(C(O)CN3CCN(c4ccccc4F)CC3)c2c1 (stereo not given)	-6	-11	11	0.8	3	-2	1
CCn1cc(C(=O)NCCCO)c(=O)c2cc(F)c(N3CCN(C)CC3)cc21	-16	18	3	-3.1	-6	-4	-1
O=C(C1CCOCC1)N1CC(=O)N2[C@H](C1)[C@@H](c1ccc(-c3cccnc3)cc1)[C@@H]2CO	/	10	8	-4.8	-1	2	1
Cc1ccc(-n2nc3c(c2NC(=O)/C=C\c2ccc4c(c2)OCO4)CSC3)cc1	-2	?	1	-1.3	-4	1	3
O=NN(CCCl)C(=O)NCC1=C[N+](=O)CC=C1	/	?	-2	-2.1	/	-6	-4
Cc1cccc(CN(C)C[C@H]2OCc3cn(nn3)CCCC(=O)N([C@@H](C)CO)C[C@H]2C)c1	1[16.7 µM]	-2	-1	-0.2	-2	0	-4
COc1cc(NC(=O)c2ccccc2OCc2ccccc2)cc(OC)c1OC	-5	-8	19	0.0	-12	-3	1
O=C(CN1C(=O)NC2(CCCCC2)C1=O)Nc1cccc(Cl)c1Cl	-4	4	-1	-0.3	-2	-4	-9
CCc1cc2cc(C)ccc2nc1SCC(=O)NNC(=O)c1ccco1	/	?	-1	0.9	-1	2	0
O=[N+]([O-])c1cccc(C2Nc3ccccc3CO2)c1 (stereo not given)	/	-6	-3	-1.9	-3	/	-6
COCC#Cc1cnc2c(c1)C(=O)N([C@@H](C)CO)C[C@@H](C)[C@@H](CN(C)C(=O)Nc1c(C)noc1C)O2	-4[16.7 µM]	10	-2	-0.2	?	0	0
CO[C@@H]1CN(C)C(=O)c2cc(NS(C)(=O)=O)ccc2OC[C@H](C)N(Cc2nccs2)C[C@H]1C	-13[16.7 µM]	4	1	-1.1	1	1	-1
COC(=O)c1c(NC(=O)C2CC=CCC2C(=O)O)sc2c1CCCCC2 (stereo not given)	2	14	-11	1.4	2	34	3
CCc1cccc(C)c1NC(=S)N1CCCC1C(=O)O (stereo not given)	-1	0	-6	/	-3	0	8
C[C@H](CO)N1C[C@H](C)[C@H](CN(C)C(=O)Nc2ccc(F)cc2)Oc2c(NC(=O)C3CC3)cccc2C1=O	3[16.7 µM]	35*	0	-2.6	-3	0	0
NS(=O)(=O)c1ccc(CCNC(=O)c2ccncc2)cc1	-4	9	2	1.4	-6	2	3
O=S(=O)(c1ccccc1)N1CC[C@@H]2[C@H]1c1cc(Br)ccc1N[C@@H]2CO	-1[16.7 µM]	-16	-1	1.7	7	-1	0
CC1=NOC(=O)/C1=C/c1ccc2c(c1)OCO2	/	-3	6	3.6	-10	-2	5
O=C(CCC(=O)N1CCSc2ccccc21)NCc1cccc(Cl)c1	-2	11	0	-0.6	-1	2	2
Cc1oc(-c2ccc(Cl)cc2)nc1CS(=O)CC(=O)NCCCN1CCN(Cc2ccccc2)CC1 (stereo not given)	-6	-2	-5	1.1	-5	-22	2
Cc1ccc2c(c1)N(Cc1cccc(Cl)c1)C(=O)c1cccnc1O2	/	?	-2	/	1	-2	-4
O=C(c1cccs1)N(CCN1CCCCC1)CC1CCCN(C2CCCC2)C1 (stereo not given)	-1	8	-3	-1.8	4	-72	1
CC1(C(=O)NNC(=O)c2ccc([N+](=O)[O-])cc2)CC1(Br)Br (stereo not given)	-1	-2	0	-0.6	2	1	3
CC(=O)N(C)C[C@H]1Oc2cc(C#CCN(C)C)ccc2S(=O)(=O)N([C@@H](C)CO)C[C@@H]1C	2[16.7 µM]	-9	-2	-6.0	1	-1	-6
COc1ccc(CCNS(=O)(=O)c2cccc([N+](=O)[O-])c2)cc1OC	0	-1	1	2.3	-2	-1	2
COc1ccc2c3c(n(C)c2c1)[C@@H](CO)N(C)CC31CN(S(=O)(=O)c2cn(C)cn2)C1	/	2	-1	-1.9	/	/	3
CCS(=O)(=O)c1nc2ccccc2n1Cc1ccccc1Cl	/	4	3	1.9	1	0	5
CCOC(=O)CC1(NC(=O)C2CCC(=O)N(CCc3ccc(OC)cc3)C2)CCCCC1 (stereo not given)	6	5	-1	-0.6	-1	0	16
NC(=O)c1ccccc1NC(=O)CCn1c(=S)oc2ccccc21	-5	-2	-10	1.1	-5	-1	0
Cc1cnc(NC(=O)c2cc3c(C)nn(Cc4ccccc4Cl)c3s2)s1	-7	10	-2	2.9	-1	-2	-1
CC(C)OC(=O)Cn1cc(C#N)c2ccccc21	/	-1	3	0.5	-4	-4	2
COc1cc(C(CCN2CCN(c3ccccc3)CC2)c2c(OC)cc(OC)c3c(C)cc(=O)oc23)cc(OC)c1OC (stereo not given)	-2	15	/	-0.7	/	-2	-2
O=C(C1CCN(S(=O)(=O)c2ccc(Cl)cc2)CC1)N1CCCC1	-6	-1	-6	-1.4	2	0	2
COc1ccc(OC)c(-c2csc(NC(=O)Cc3ccccc3OC)n2)c1	27	0	1	2.5	-1	-1	-6
C[C@H](CO)N1C[C@H](C)[C@@H](CN(C)S(=O)(=O)c2ccc(Cl)cc2)Oc2ccc(NS(=O)(=O)c3ccccc3)cc2CC1=O	-2	-7	1	3.9	/	-1	-3
O=c1cc(CO)oc(C(Nc2ccccn2)c2cccc(F)c2)c1O (stereo not given)	0	1	2	0.2	/	2	3
COc1cc(CN2C[C@@H](CO)O[C@@H](n3cnc4c(NC5CCCC5)ncnc43)C2)cc(OC)c1OC	-3	-1	-6	0.2	7	-3	2
COc1ccc(N(C)C(=O)c2sc(Cl)nc2C)cc1	/	0	-5	-0.2	-3	2	-2
CS(=O)(=O)Nc1ccc2c(c1)[C@H]1C[C@@H](CC(=O)NCc3ccc(Oc4ccccc4)cc3)O[C@H](CO)[C@H]1O2	3[16.7 µM]	0	-1	0.1	-3	-1	12

Already shown: entries from further up.
SMILES	miR122 inh	DENV2 CPE rescue	ERAP1 HTS inh	F508del corr	SIRT5 block	Casp6 inh	ERp5 block
C[C@H](CO)N1C[C@H](C)[C@@H](CN(C)S(=O)(=O)c2ccc(Cl)cc2)Oc2ccc(NS(=O)(=O)c3ccccc3)cc2CC1=O	-2	-7	1	3.9	/	-1	-3
O=c1cc(CO)oc(C(Nc2ccccn2)c2cccc(F)c2)c1O (stereo not given)	0	1	2	0.2	/	2	3
COc1cc(CN2C[C@@H](CO)O[C@@H](n3cnc4c(NC5CCCC5)ncnc43)C2)cc(OC)c1OC	-3	-1	-6	0.2	7	-3	2
COc1ccc(N(C)C(=O)c2sc(Cl)nc2C)cc1	/	0	-5	-0.2	-3	2	-2
CS(=O)(=O)Nc1ccc2c(c1)[C@H]1C[C@@H](CC(=O)NCc3ccc(Oc4ccccc4)cc3)O[C@H](CO)[C@H]1O2	3[16.7 µM]	0	-1	0.1	-3	-1	12

Additional structures:
SMILES	miR122 inh	DENV2 CPE rescue	ERAP1 HTS inh	F508del corr	SIRT5 block	Casp6 inh	ERp5 block
COc1ccc(C2/C(=C(/O)c3cnn(-c4ccccc4)c3C)C(=O)C(=O)N2CCN(C)C)cc1OC (stereo not given)	-4	14	/	0.6	-4	-3	5
O=C(Nc1nc2ccc(F)cc2s1)c1cccs1	/	4	1	-1.0	-2	-2	1
C[C@@H]1CCCCO[C@H](CN(C)Cc2ccc(C(F)(F)F)cc2)[C@@H](C)CN([C@@H](C)CO)C(=O)c2cc(NC(=O)NC3CCCCC3)ccc2O1	-3[16.7 µM]	11	3	2.4	-5	1	0
O=C(C[C@H]1CC[C@H]2[C@@H](COC[C@@H](O)CN2C(=O)Nc2ccc(F)cc2)O1)NCCc1ccccc1	-4[16.7 µM]	1	-3	1.6	1	1	-1
Cc1nnc(C)n1/N=C/c1cccc(Oc2ccccc2)c1	-6	-1	5	-1.0	-3	-2	3
C[C@@H]1CCCCO[C@@H](CN(C)Cc2ccc(C(=O)O)cc2)[C@@H](C)CN([C@H](C)CO)C(=O)c2cc(NS(=O)(=O)c3ccc(Cl)cc3)ccc2O1	3[16.7 µM]	-7	2	-1.7	7	1	-2
Cc1ccccc1S(=O)(=O)N[C@@H]1CC[C@H](CCn2cc(-c3ccccc3)nn2)O[C@@H]1CO	/	21*	4	-1.2	2	-1	1
Cc1ccc(C)n1-c1nnc(N2CCC(C(=O)NCCCN3CCN(C)CC3)CC2)s1	-8	3	/	-0.6	/	-183	-4
N#C[C@@H]1[C@@H](c2ccc(C#CC3(O)CCCC3)cc2)[C@@H](CO)N1C(=O)C1CCCCC1	/	18	-1	-2.9	2	0	0
O=C1CC(c2cccs2)c2cc3c(cc2N1)OCCO3 (stereo not given)	-3	-13	-2	/	-8	1	7
CCC(=O)c1cc(F)c(N2CCN(C(=O)c3ccco3)CC2)cc1C	-1	1	7	-1.5	-1	2	-8
CSc1ccc(CN(C)CC(=O)NCc2ccc(F)cc2)cc1	/	-3	-1	-1.6	0	1	0
COc1ccc(Oc2cc(C)nc(Cl)n2)nn1	/	-3	0	0.8	-5	1	6
C#C[C@]1(O)CC[C@H]2[C@@H]3CCC4=CC(=O)CC[C@@H]4[C@H]3CC[C@@]21C	0	-5	3	-1.6	8	2	0
Cc1cc(NC(=O)CSc2nnnn2-c2ccccc2)no1	/	-2	3	-1.4	-3	1	3
CC(=O)c1cccc(N(CC(=O)NC2CCCCC2)C(=O)CNC(=O)c2cccs2)c1	8	13	-3	0.7	-5	0	2
C=CCn1c(CNC(=O)c2ccco2)nnc1SCC(=O)N1c2ccccc2Sc2ccccc21	12	-4	-1	-1.6	-4	1	4
CNC[C@H]1Oc2ccc(NS(=O)(=O)c3ccc(F)cc3)cc2C(=O)N([C@@H](C)CO)C[C@@H]1C	-9[16.7 µM]	3	-3	2.4	/	0	-2
COc1cc(C(=O)OCc2cc(=O)n3ccsc3n2)ccc1OC(C)C	0	-3	0	-0.3	-1	9	1
CN(c1ccccc1)S(=O)(=O)c1ccc(Cl)c(C(=O)OCC(=O)c2c(N)n(C)c(=O)n(C)c2=O)c1	-4	4	-1	-0.9	1	2	-16
COc1cccc(-c2ccc3n(c2=O)C[C@H]2[C@H](CO)[C@@H](C(=O)NCCN4CCCCC4)N(C)[C@@H]32)c1	/	-1	1	/	-6	1	-4
COc1cccc(NC(=O)C[C@H]2CC[C@H]3[C@@H](COc4ccc(NC(=O)C5CC5)cc4C(=O)N3C)O2)c1	0[16.7 µM]	-2	0	-1.5	1	2	-5
CCCOc1ccccc1/C=C(\C#N)C(=O)Nc1cccnc1	/	6	1	-0.1	-2	-3	-2
C[C@@H]1CN([C@@H](C)CO)C(=O)Cc2cc(NS(=O)(=O)c3cn(C)cn3)ccc2O[C@@H]1CN(C)S(=O)(=O)c1ccc(F)cc1	-3[16.7 µM]	-2	-4	-0.6	4	-2	-6
COC(=O)CSc1nnc(CNC(=O)c2cc(OC)cc(OC)c2)n1-c1ccc(F)cc1	/	13	1	2.1	1	-3	11
O=C(CN1CCCCC1)n1c2ccccc2c2ccccc21	13	15	1	0.7	-4	-2	-1
Cc1c(C(=O)NNC(=O)c2ccccc2O)oc2ccc(Br)cc12	-2	-6	-3	-4.4	1	8	8
CCCNC(=O)N1C[C@H](C)[C@@H](OC)CN(C)C(=O)c2ccc(NC(=O)C3CCC3)cc2OC[C@@H]1C	/	13	-3	2.3	0	0	/
O=C(Cc1ccccc1)NN1CCCCC1	0	0	1	0.7	-1	-4	2
CN(C)c1nc(/C=C(\C#N)C(N)=O)c(Cl)n1-c1ccc(F)cc1	/	-4	5	-2.5	0	0	7
CN(C)C(=O)C[C@@H]1C[C@H]2c3cc(NC(=O)CC4CC4)ccc3O[C@H]2[C@@H](CO)O1	0[16.7 µM]	1	1	3.2	-1	-1	0

Source: PubChem BioAssay
